ASM inhibitor – inhibitors of human secretory acid sphingomyelinase; Potency, µM (top dose mostly 57.5 µM), for the others: at the top dose activity change, negative = inhibition, most hits filed as inhibitors; 340,000 compounds, 0.006% hits; placental ASM, HMU-PC fluorogenic substrate, 60 min; AID 504937; P17405; also: potency is read from the fitted curve at half-maximal effect
Target sequence (P17405 47-631 limits assumed): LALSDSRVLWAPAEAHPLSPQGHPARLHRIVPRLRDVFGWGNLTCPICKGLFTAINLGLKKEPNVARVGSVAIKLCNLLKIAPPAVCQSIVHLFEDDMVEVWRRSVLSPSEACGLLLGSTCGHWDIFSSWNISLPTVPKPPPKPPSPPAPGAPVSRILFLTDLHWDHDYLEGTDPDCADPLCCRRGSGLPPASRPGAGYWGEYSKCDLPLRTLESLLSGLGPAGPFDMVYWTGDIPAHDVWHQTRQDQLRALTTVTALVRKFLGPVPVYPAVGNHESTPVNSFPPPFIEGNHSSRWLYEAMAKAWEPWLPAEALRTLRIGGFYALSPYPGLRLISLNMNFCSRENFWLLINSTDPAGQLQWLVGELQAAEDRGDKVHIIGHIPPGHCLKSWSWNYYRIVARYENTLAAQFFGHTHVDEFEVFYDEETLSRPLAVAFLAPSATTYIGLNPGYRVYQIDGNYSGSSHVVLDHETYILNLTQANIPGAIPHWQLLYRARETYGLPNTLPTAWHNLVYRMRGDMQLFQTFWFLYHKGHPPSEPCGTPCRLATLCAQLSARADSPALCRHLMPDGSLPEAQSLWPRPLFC
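Steps: dispense placental human ASM, pin compound, wait 10 min at room temperature, add HMU-PC0 substrate at 9 uM final, incubate 60 min at 37 °C, add stop solution raising pH to 10, read fluorescence.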
ELG1 genotox – induces genotoxicity in HEK293T cells with luciferase-tagged ELG1; HEK293T ELG1-luciferase reporter, luminescence, 16 h; Potency, µM (highest dose often 46 µM), inactives show top-dose activity change, positive = activation, most hits filed as activators; 330,000 compounds, 1.3% hits; AID 504466; also: potency is read from the fitted curve at half-maximal effect; % of control where 0% means no effect; nearly all actives have a fitted effect of over 60% in size
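DMSO vehicle served as control against compound-treated ELG1-luciferase HEK293T cells; exposure lasted 16 hr at 37 °C and 5% CO2, followed by ONE-Glo luminescence detection after 30 min.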
B2AR arrestin – beta2AR (human) beta-arrestin recruitment activity. 330,000 compounds, 0.02% hits. P07550. Potency, µM (titrated, usually from 46.1 µM), without a hit: at the highest dose activation, most hits filed as activators. beta-arrestin recruitment to beta2AR, cell-based reporter;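 also: potency is read from the fitted curve at half-maximal effect; 0% = DMSO controls and full agonism = EC100 isoproterenol or metaproterenol; nearly all actives have a fitted effect of over 65% in size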
Target sequence (P07550 whole entry, looked up): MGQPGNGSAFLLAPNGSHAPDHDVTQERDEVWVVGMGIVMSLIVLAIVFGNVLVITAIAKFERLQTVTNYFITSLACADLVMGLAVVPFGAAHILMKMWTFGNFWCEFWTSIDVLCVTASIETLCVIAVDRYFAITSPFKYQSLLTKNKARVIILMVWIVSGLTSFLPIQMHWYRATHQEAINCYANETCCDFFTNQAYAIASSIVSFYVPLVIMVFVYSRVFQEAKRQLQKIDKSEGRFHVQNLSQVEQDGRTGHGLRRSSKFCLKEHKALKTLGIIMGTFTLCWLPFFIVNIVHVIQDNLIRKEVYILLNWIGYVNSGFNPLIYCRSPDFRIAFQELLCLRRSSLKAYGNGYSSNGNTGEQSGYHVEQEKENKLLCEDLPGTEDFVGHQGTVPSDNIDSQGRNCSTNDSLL
Eya2 inh – inhibitors of human Eya2 phosphatase activity | O00167 | recombinant Eya2, OMFP fluorescence dephosphorylation (OMFP is methylfluorescein phosphate) | Potency, µM (top dose mostly 76.9 µM), inactives show at the top dose activity, negative = inhibition, most hits filed as inhibitors | 330,000 compounds, 0.006% hits | AID 488837; also: potency is read from the fitted curve at half-maximal effect; % is scaled to controls: 0 for no effect and ±100 for the full control effect
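Eya2 (0.2 uM) preincubated 10 min at ambient with compound, then OMFP substrate added at 50 uM; 10 min reaction in 50 mM HEPES pH 7.5, 50 mM NaCl, 5 uM MgCl2, 0.05% BSA, 1 mM DTT. Fluorescence read at Ex 485/Em 525 nm.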
uPA generation – blocks generation of uPA at the cell surface; Potency, µM (titrated, usually from 38.3 µM), inactives show at the highest dose activity change, negative = inhibition, hits mostly inhibitors; cell surface uPA generation assay, qHTS; 330,000 compounds, 0.31% hits; active = well fitted inhibition curve with a large enough effect; inconclusive = small, poorly fitted or top-dose-only effect; inactive = no such curve, though single readings can be large or run the other way; tested in mouse RAW 264.7 cells; also: potency is read from the fitted curve at half-maximal effect; % is scaled to controls: 0 for no effect and ±100 for the full control effect; nearly all actives have a fitted effect of over 55% in size
Integrin act MD – activators of alpha7 integrin expression for muscular dystrophy. alpha7betagal myoblasts, beta-gal FDG fluorescence, 48 h. Potency, µM (top dose mostly 38.3 µM), for inactives: at the highest dose activation, actives largely listed as activators. 350,000 compounds, 0.064% hits;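 also: potency is read from the fitted curve at half-maximal effect; 100% = response of the positive control SU9516; nearly all actives have a fitted effect of over 60% in size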
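Alpha7betagal+/- myoblasts (passage 13) were plated 16-24 hr, then exposed to compounds (1:260 dilution of DMSO stock) for 48 hours at 37C. After MPER lysis, β-galactosidase reporter activity was read as FDG fluorescence (ex 480/em 540) after 30 minutes.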
BRCA1 expr act – increases BRCA1 expression; Potency, µM (doses to about 46.1 µM), inactives show at the top dose activation, most hits filed as activators; MCF7-BRCA1-FFLuc reporter, luminescence, 48 h; response scale: scaled: vehicle 0%, 10 µM genistein 100%; 380,000 compounds, 1.1% hits; also: potency is read from the fitted curve at half-maximal effect; nearly all actives have a fitted effect of over 80% in size; some results filed as inactive show a strong effect at the top dose
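Cells: MCF7-BRCA1-FFLuc, 2000/well. Exposure: 48 h, 37 °C, 5% CO2. Read: luminescence, 15 min post-substrate. Controls: genistein 10 microM (maximal activation), DMSO (neutral).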
TRPV1 ag – activates the human vanilloid receptor TRPV1. Q8NER1. TRPV1-expressing cells, Fluo-8 calcium influx, agonist mode. activation, % at 8.33 µM. 320,000 compounds, 0.19% hits. AID 540275; in the data active = activation above about 80%; inconclusive = between about 30% and that limit; also: 0% is about no effect
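Cells expressing TRPV1 were dye-loaded with Fluo-8 and read kinetically: 10 s baseline, 3 min after compound (agonist portion), then 2 min after EC20 capsaicin (allosteric enhancer portion). Calcium-bound dye fluorescence at 480/520 nm.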
PTAP TSG101 blk – blocks PTAP/TSG101 interaction to inhibit HIV-1 budding | Q99816 | Fluorescence polarization, FITC-PTAP peptide / Tsg101 binding | Potency, µM (top dose mostly 115 µM), for inactives: at the highest dose activity change, negative = inhibition, most hits filed as inhibitors | 340,000 tested, under 10 active | AID 493005; active = well fitted inhibition curve with a large enough effect in the main read-out, with a control signal flat, not every such curve was filed as active; inconclusive = small, poorly fitted or top-dose-only effect, or effect the other way, or a change in a side signal; inactive = no such curve, though single readings can be large or run the other way; also: potency is read from the fitted curve at half-maximal effect; % of control where 0% means no effect
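Compounds were pin-transferred onto Tsg101 binding domain (10 uM final) in HEPES pH 7.5 buffer, then FITC-PTAP peptide was added at 50 nM final. After 20 min at RT, polarization reported peptide displacement across a qHTS concentration series.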
p53 reactivator – mutant p53 re-activation in reporter cells; H1299 p53-A138V BP100-luciferase reporter, luminescence, 24 h; Potency, µM (titrated, usually from 92.2 µM), without a hit: at the top dose activity change, positive = activation, usual class: activators; 320,000 compounds, 0.063% hits; also: potency is read from the fitted curve at half-maximal effect; % of control where 0% means no effect; nearly all actives have a fitted effect of over 45% in size
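p53-null H1299 cells stably carrying temperature-sensitive p53-A138V and a BP100-luciferase reporter were pinned with compounds (4-point, 1:5 series) and held 24 hrs at 37 deg C. Luminescence was read 10 min after detection reagent.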
USP2a block – USP2a (human) protease inhibition; USP2 core, Ub-CHOP2 coupled fluorogenic reporter, 485/531; Potency, µM (doses to about 38.3 µM), inactives show at the highest dose activity change, negative = inhibition, usual class: inhibitors; 330,000 compounds, 0.01% hits;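 also: potency is read from the fitted curve at half-maximal effect; plate controls were DMSO wells for no effect and full inhibition by NEM control for full effect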
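Cell-free coupled assay: 10nM USP2 core preincubated 30min RT with compound in Tris-HCl pH 8.0/CaCl2/CHAPS buffer, then 25nM Ub-CHOP2 and 25nM reporter substrate; fluorescence (Ex 485/Em 531) read after 60min RT, normalized to NEM inhibition, concentration-response curves fitted.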
* = called active by the depositor; ? = inconclusive; nt = no result given; [ ] = another dose, or the depositor's remark. Unless noted, calls follow the shape of the dose curve; as a rule, active = well fitted curve in the direction sought with a large enough effect; inconclusive = small, poorly fitted or top-dose-only effect, or another doubt; inactive = no such curve, though single readings can be large; an effect the other way counts as inactive or inconclusive. No enrichment for hits; any-hit rate near 2.6%.

item	SMILES	ASM inhibitor	ELG1 genotox	B2AR arrestin	Eya2 inh	uPA generation	Integrin act MD
1	CC1=NN(C(C#N)c2ccc(F)cc2)C(c2ccccc2)C1 (stereo not drawn)	-2%	0%	2.8%	5%	-4%	31%
2	Cc1ccc(S(=O)(=O)Oc2cccc(/C=N/n3cnnc3)c2)cc1	7%	0%	0.5%	4%	?	-9%
3	COc1ccc(N2CCN(c3nc(C)c(C)c(=O)[nH]3)CC2)cc1	-3%	2%	-0.1%	-1%	0%	12%
4	Cc1cc([N+](=O)[O-])ccc1NC(=O)c1cc2ccccc2o1	0%	-4%	-0.2%	3%	1%	31%
5	COc1ccc(NC(=O)CCCNC(=O)Cn2cnc3sc4c(c3c2=O)CCCC4)cc1OC	-1%	3%	-0.3%	3%	2%	20%
6	COc1ccc(-c2c(-c3ccc(OC)c(F)c3)c3ccccc3n2C)cc1	-7%	1%	0.0%	-15%	4%	0%
7	COc1cc2c(cc1OC)CN(C(=O)c1ccc(OC)c([N+](=O)[O-])c1)CC2	0%	-1%	-1.1%	-3%	8%	?
8	CCCCCCNS(=O)(=O)c1nc2nc(C)cc(C)n2n1	-4%	-15%	-0.2%	21%	-2%	26%

item	BRCA1 expr act	TRPV1 ag	PTAP TSG101 blk	p53 reactivator	USP2a block
1	0%	5	-1%	-22%	3%
2	-35%	-9	1%	9%	4%
3	18%	0	2%	?	1%
4	7.9µM*	?	-1%	nt	-2%
5	-1%	2	-4%	1%	3%
6	-38%	nt	-4%	-7%	4%
7	0%	0	0%	-7%	-1%
8	2%	5	1%	0%	1%

item	SMILES	ASM inhibitor	ELG1 genotox	B2AR arrestin	Eya2 inh	uPA generation	Integrin act MD
9	CC(=O)c1ccc(N2CCN(C(=O)c3ccc4c(Cl)c5c(nc4c3)CCCC5)CC2)cc1	nt	0%	-0.8%	2%	nt	nt
10	Cc1ccc(S(=O)(=O)N(C)C)cc1NC(=O)CSc1nnnn1-c1ccc(O)cc1	-2%	-8%	-0.5%	-10%	-1%	-28%
11	Cn1c(N)c(C(=O)COC(=O)COc2ccc(Cl)cc2Cl)c(=O)n(C)c1=O	-9%	2%	-0.5%	-28%	5%	22%
12	CCNc1nc2c(c(=O)n(Cc3ccccc3)c(=O)n2C)n1Cc1ccccc1	-8%	1%	0.3%	-3%	-5%	11%
13	COc1ccc(CC(=O)OCC(=O)Nc2ccc(F)cc2)cc1	-2%	3%	0.2%	11%	4%	13%
14	CCN(C[C@H]1N[C@@](Cc2ccccc2)(C(=O)OC)[C@H]2C(=O)N(C)C(=O)[C@@H]12)C(=O)c1ccc(C(C)(C)C)cc1	3%	-2%	-0.5%	-8%	9%	-32%
15	CCN(CC)S(=O)(=O)c1ccc(/C=C/C(=O)Nc2ccccc2N2CCOCC2)cc1	-1%	-11%	0.2%	-9%	1%	-3%
16	COc1ccccc1Cn1c(CCCO)nc2ccccc21	2%	1%	-0.1%	11%	-2%	18%

item	BRCA1 expr act	TRPV1 ag	PTAP TSG101 blk	p53 reactivator	USP2a block
9	nt	0	nt	-1%	4%
10	-11%	nt	-3%	-5%	-2%
11	-7%	nt	-6%	-4%	0%
12	-26%	9	-3%	-8%	-1%
13	11%	?	-1%	6%	0%
14	-8%	nt	-6%	-7%	3%
15	-22%	-1	0%	-5%	3%
16	-15%	28	3%	-7%	-5%

A second format for part of the listing above.
[9] CC(=O)c1ccc(N2CCN(C(=O)c3ccc4c(Cl)c5c(nc4c3)CCCC5)CC2)cc1
[10] Cc1ccc(S(=O)(=O)N(C)C)cc1NC(=O)CSc1nnnn1-c1ccc(O)cc1
[11] Cn1c(N)c(C(=O)COC(=O)COc2ccc(Cl)cc2Cl)c(=O)n(C)c1=O
[12] CCNc1nc2c(c(=O)n(Cc3ccccc3)c(=O)n2C)n1Cc1ccccc1
[13] COc1ccc(CC(=O)OCC(=O)Nc2ccc(F)cc2)cc1

| Assay by compound | 9 | 10 | 11 | 12 | 13 |
| --- | --- | --- | --- | --- | --- |
| ASM inhibitor | nt | -2% | -9% | -8% | -2% |
| ELG1 genotox | 0% | -8% | 2% | 1% | 3% |
| B2AR arrestin | -0.8% | -0.5% | -0.5% | 0.3% | 0.2% |
| Eya2 inh | 2% | -10% | -28% | -3% | 11% |
| uPA generation | nt | -1% | 5% | -5% | 4% |
| Integrin act MD | nt | -28% | 22% | 11% | 13% |
| BRCA1 expr act | nt | -11% | -7% | -26% | 11% |
| TRPV1 ag | 0 | nt | nt | 9 | ? |
| PTAP TSG101 blk | nt | -3% | -6% | -3% | -1% |
| p53 reactivator | -1% | -5% | -4% | -8% | 6% |
| USP2a block | 4% | -2% | 0% | -1% | 0% |

The results go on:
item	SMILES	ASM inhibitor	ELG1 genotox	B2AR arrestin	Eya2 inh	uPA generation	Integrin act MD
17	O=C(c1ccco1)N(CCC(c1ccccc1)c1ccco1)Cc1ccc(F)cc1 (stereo not drawn)	-4%	-9%	-0.6%	0%	nt	10%
18	Cc1cccc(N2N=C(C(=O)N3CC(=O)Nc4ccccc43)CCC2=O)c1	0%	5%	0.2%	-5%	0%	10%
19	COc1ccccc1C(=O)NC1CCCc2ccccc21 (stereo not drawn)	-2%	-8%	-0.2%	0%	0%	1%
20	Cc1cccc2sc(NC(=O)C3CCCO3)nc12 (stereo not drawn)	4%	?	-0.5%	-19%	5%	41%
21	O=C(NCc1ccc(F)cc1)c1cc2sccc2n1Cc1ccc(F)cc1	nt	-4%	-0.3%	1%	nt	nt
22	CC(C)CN(CCNC(=O)CN1C(=O)COc2ccc(S(=O)(=O)N3CCOCC3)cc21)CC(C)C	0%	0%	0.2%	-1%	-3%	13%
23	CCOC(=O)c1ccc(NC(=O)NCc2cccnc2)cc1	-1%	0%	3.5%	-1%	-7%	0%
24	CCCCCNC(=O)C(C#N)c1nc2ccccc2nc1N1CCCC1 (stereo not drawn)	150%[activator]	-4%	-0.4%	27%	5%	22%

item	BRCA1 expr act	TRPV1 ag	PTAP TSG101 blk	p53 reactivator	USP2a block
17	-25%	29	-1%	0%	5%
18	-30%	1	-2%	2%	0%
19	1%	8	-4%	-2%	-1%
20	?	4	-8%	?	2%
21	nt	14	nt	8%	2%
22	-2%	3	-2%	3%	4%
23	35%	4	-5%	15%	1%
24	14%	5	?	1%	?

item	SMILES	ASM inhibitor	ELG1 genotox	B2AR arrestin	Eya2 inh	uPA generation	Integrin act MD
25	COc1cccc(CNS(=O)(=O)c2ccc3c(c2)N(C(C)=O)CCS3)c1	-1%	-13%	0.1%	7%	-1%	24%
26	Cn1c(=O)c2c(nc(CN3CCN(C(=O)c4ccco4)CC3)n2Cc2ccccc2F)n(C)c1=O	-2%	0%	-0.2%	-8%	8%	-9%
27	S=C(NCCSCc1ccc(Cl)c(Cl)c1)Nc1ccccc1	-20%	nt	nt	nt	5%	6%
28	O=C(COc1ccccc1Cl)Nc1nc(-c2ccncc2)cs1	-2%	-8%	-0.6%	-24%	0%	2%
29	CCCN(CC)c1ncnc2[nH]ncc12	0%	nt	nt	nt	-2%	43%
30	O=c1cc(COc2ncnc3c(Cl)cc(Cl)cc23)nc2sccn12	-4%	-6%	-0.4%	15%	-10%	19%
31	O=C(NC1CCCCCC1)C1CCN(S(=O)(=O)c2c(Cl)cccc2Cl)CC1	-6%	0%	-0.2%	18%	5%	-41%
32	Cc1ccccc1CNC(=O)CN(c1cccc([N+](=O)[O-])c1)S(C)(=O)=O	3%	-7%	-0.9%	-11%	-7%	7%
33	Cc1cccc(OC(C)C(=O)Nc2nc(-c3ccncc3)cs2)c1 (stereo not drawn)	2%	4%	-0.2%	-15%	3%	5%
34	Cc1ccc(NC(=O)c2ccc(OC(=O)COc3ccc(Cl)cc3C)cc2)cc1	-1%	?	2.5%	4%	-4%	15%
35	OC(CNC1CCCC1)COc1ccc(-c2ccccc2)cc1 (stereo not drawn)	-1%	3%	-0.4%	15%	2%	-57%[inhibitor]

item	BRCA1 expr act	TRPV1 ag	PTAP TSG101 blk	p53 reactivator	USP2a block
25	5%	4	-5%	-8%	3%
26	-23%	0	-5%	-4%	0%
27	-37%	nt	-1%	nt	nt
28	-9%	nt	-1%	-2%	0%
29	32%	nt	-2%	nt	nt
30	3%	0	-3%	-3%	-2%
31	-11%	26	-3%	13%	-1%
32	-3%	4	-6%	11%	1%
33	-21%	4	-1%	-2%	3%
34	?	?	2%	?	5%
35	-3%	-3	0%	-1%	-2%

Bioassay records (PubChem BioAssay)
